High-throughput results: PubChem, PCMD
Yeast growth tox: yeast growth toxicity, wild-type and mutant, primary screen, cytotoxicity control for eIF2B function restoration project, wild-type and eIF2Bepsilon R284H mutant, A595; S. cerevisiae wild-type growth, A595 turbidity, 16 h; growth inhibition, % at 25 µM (by protocol); AID 685, 2007; 30,000 compounds, 0.3% hits;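 active means mutant and wild-type yeast strains alike exhibit over 30% growth inhibition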;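 further: 0% = untreated cell controls and 100% = YPD media blanks without cells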
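Schedule: 16 h growth with compound, 30 °C. System: yeast, wild-type or eIF2Bepsilon-R284H mutant. Doses: one dose, 25 µM compound[…]. Buffer or medium: YPD. Signal: turbidity measured as absorbance at 595 nm. Read-out basis: growth inhibition (%) versus cell controls and blanks.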
eIF2B yeast act: GCN4-lacZ reporter reduction in eIF2B-epsilon mutant yeast, primary screen, S. cerevisiae, eIF2B-epsilon R284H, Beta-Glo luminescence. inhibition, % at 25 µM (by protocol). 27,000 compounds, 0.91% hits. AID 688, 2007;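 active means mutant luminescence inhibited past about 50% while wild type luminescence and mutant growth stay under set limits, limit read from the data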; further: some compounds called inactive have numbers as strong as hits
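Material: yeast eIF2B-epsilon R284H mutant carrying GCN4–beta-galactosidase fusion. Medium: YPD yeast growth medium. Incubation: 16 h growth with compound at 30 °C, 90 min Beta-Glo step. Signal: Beta-Glo luminescence plus absorbance at 595 nm. Evaluation: % inhibition of reporter signal and growth versus controls. Doses: 25 µM single dose.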
Yeast growth tox inhibition %: further read-out of Yeast growth tox, marked with its call; growth inhibition, %; S. cerevisiae eIF2Bepsilon-R284H mutant growth, A595 turbidity, 16 h;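 each compound tested once at 25 µM; 0% equals untreated cells and 100% equals cell-free medium blanks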
eIF2B yeast act mutant toxicity: also measured in eIF2B yeast act; calls as there; growth inhibition, %; measured here: mutant yeast growth, toxicity;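 each compound tested once at 25 µM; zero equals untreated control growth and 100 equals blank medium absorbance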
Starred values were filed as active, the others as inactive; nt = no result given.

SMILES | Yeast growth tox | Yeast growth tox inhibition % | eIF2B yeast act | eIF2B yeast act mutant toxicity
COC(=O)C1=C(C)N(c2ccc(F)c(Cl)c2)C(=O)C1 | -14.0 | 0.0 | 16.5 | nt
CCC(C)[C@H](NC(=O)NCCCc1ccccc1)C(=O)OC (some centres undefined) | 3.1 | -14.3 | 2.9 | -14.3
C=CCn1c(=O)c2ccccc2n2c(SCC(N)=O)nnc12 | 10.0 | 0.0 | -22.1 | nt
Cc1ccc(C)c(C(=O)NCc2ccncc2)c1 | nt | nt | 11.5 | nt
COCCNC(=O)CC(NS(=O)(=O)c1ccc(NC(C)=O)cc1)C(C)C (centres undefined) | -4.6 | 9.6 | -39.1 | 9.6
CC(C)(C)N1CC(c2nc3ccccc3n2Cc2ccccc2)CC1=O (centres undefined) | 3.3 | -19.1 | 25.9 | -19.1
COc1cccc(-c2nn3c(-c4cc(C)[nH]n4)nnc3s2)c1 | 6.3 | 9.7 | 17.5 | 9.7
CCN(CC)CCN=CC1=C(O)CNC1=O | 11.9 | -4.5 | 22.7 | -4.5
O=C(Nc1cccc(O)c1)c1cnn2cccnc12 | 6.5 | 17.5 | 38.5 | 17.5
COc1ccc2nc(SCC(=O)N3CCCCCC3)c(C#N)cc2c1 | 7.1 | -4.3 | 0.7 | -4.3
COc1ccc(N(Cc2cc3cc(OC)ccc3[nH]c2=O)C(=O)c2cccnc2)cc1 | 6.1 | -7.4 | -9.8 | -7.4
COc1cccc(C(=O)NCc2nnc(SCC(=O)Nc3nccs3)n2-c2cccc(C)c2)c1 | -2.3 | 0.0 | -2.7 | nt
Cc1cc2ccccc2c(=O)n1CC(=O)NCC(=O)N1CCCC1 | 20.7 | 11.1 | -18.2 | 11.1
O=C(OCc1nnc(-c2ccccc2)o1)C1CCN(S(=O)(=O)c2cccs2)CC1 | 30.4 | 21.4 | 19.1 | 21.4
Cc1ccc(CNC(=O)c2ccccc2NS(C)(=O)=O)cc1 | 1.3 | 3.5 | -2.6 | 3.5
Cc1c(Br)cccc1NC(=O)c1sccc1-n1cccc1 | 13.7 | 12.1 | 15.3 | 12.1
CC(NC(=O)c1cccs1)C(=O)NC1=NCCS1 (centres undefined) | nt | nt | 23.4 | nt
CCOc1cccc2cc(-c3csc(NC(=O)CCC(=O)N4CCC(C)CC4)n3)c(=O)oc12 | -5.8 | 10.8 | 21.7 | 10.8
Cc1noc(C)c1CSc1nnc2ccccn12 | -16.7 | -22.7 | -12.5 | -22.7
NC(N)=N/N=C/c1ccccc1 | 19.3 | -4.3 | nt | nt
Cc1ccc(C(=O)OCC(=O)Nc2ccccc2C(F)(F)F)cc1S(=O)(=O)N1CCOCC1 | -1.1 | -14.3 | 23.4 | -14.3
COc1ccc(C2C(C(=O)O)CC(=O)N2C2CCCCC2)cc1 (centres undefined) | nt | nt | 20.7 | nt
CCC(CC)c1nnc(NC(=O)CN2C(=O)C3C4C=CC(C4)C3C2=O)s1 (centres undefined) | -8.1 | -9.5 | 13.0 | -9.5
O=C(c1cc2ccccc2oc1=O)N1CCN(c2ncccn2)CC1 | 0.8 | 20.0 | 15.7 | 20.0

A different layout for part of the listing above:
| SMILES | Yeast growth tox | Yeast growth tox inhibition % | eIF2B yeast act | eIF2B yeast act mutant toxicity |
| --- | --- | --- | --- | --- |
| CCOc1cccc2cc(-c3csc(NC(=O)CCC(=O)N4CCC(C)CC4)n3)c(=O)oc12 | -5.8 | 10.8 | 21.7 | 10.8 |
| Cc1noc(C)c1CSc1nnc2ccccn12 | -16.7 | -22.7 | -12.5 | -22.7 |
| NC(N)=N/N=C/c1ccccc1 | 19.3 | -4.3 | nt | nt |
| Cc1ccc(C(=O)OCC(=O)Nc2ccccc2C(F)(F)F)cc1S(=O)(=O)N1CCOCC1 | -1.1 | -14.3 | 23.4 | -14.3 |
| COc1ccc(C2C(C(=O)O)CC(=O)N2C2CCCCC2)cc1 (centres undefined) | nt | nt | 20.7 | nt |
| CCC(CC)c1nnc(NC(=O)CN2C(=O)C3C4C=CC(C4)C3C2=O)s1 (centres undefined) | -8.1 | -9.5 | 13.0 | -9.5 |
| O=C(c1cc2ccccc2oc1=O)N1CCN(c2ncccn2)CC1 | 0.8 | 20.0 | 15.7 | 20.0 |

Other compounds follow.
SMILES | Yeast growth tox | Yeast growth tox inhibition % | eIF2B yeast act | eIF2B yeast act mutant toxicity
[O-][n+]1onc2c3ccnnc3ccc21 | -18.9 | -19.1 | -4.0 | -19.1
Cc1nn(C(C)(C)C)c(OC(=O)C2CCCC2)c1S(=O)(=O)c1ccccc1 | 8.4 | -10.0 | 24.8 | -10.0
O=S(=O)(c1ccc2ccccc2c1)N1CCN(S(=O)(=O)N2CCOCC2)CC1 | -63.7 | -30.8 | 3.8 | -30.8
O=C(NCc1ccc2c(c1)OCO2)c1ccc2c(c1)OCCO2 | 11.9 | 9.5 | 29.1 | 9.5
Fc1ccc(Nc2nc(Oc3ccccc3F)nc(N3CCCC3)n2)cc1 | 1.7 | 13.3 | nt | nt
COC(=O)c1ccc(S(=O)(=O)N2C3CCC2CC(NC(=O)C2CC2)C3)cc1 (centres undefined) | 17.6 | -7.1 | 19.6 | -7.1
O=C(O)C1CC=CCC1C(=O)N1CCN(c2nc(-c3ccccc3)c3ccccc3n2)CC1 (centres undefined) | 17.6 | -3.6 | 17.4 | -3.6
CC(=O)C1C(c2ccccc2)c2c(n[nH]c2C)CC1(C)O (centres undefined) | 1.7 | 0.0 | 23.9 | nt
CCOCCCn1c(=S)[nH]c2cc(C(=O)N3CCC(C(N)=O)CC3)ccc2c1=O | 7.2 | 3.7 | 20.9 | 3.7
COCCN(C(=O)Nc1ccc(OC)cc1OC)C1CCN(C(C)=O)CC1 | 6.2 | 0.0 | 6.5 | nt
Cn1c(Cl)nc2c1c(=O)n(Cc1cccc(Br)c1)c(=O)n2C | 11.2 | -13.6 | 24.0 | -13.6
CCOC(=O)C1CCN(C(=O)c2cccnc2Cl)CC1 | 0.7 | 15.2 | nt | nt
CN(C)S(=O)(=O)N1CCN(c2ccccc2Cl)CC1 | 5.4 | 12.8 | nt | nt
COC(=O)c1sccc1NC(=O)c1cccc(OC)c1 | -3.9 | 10.0 | nt | nt
CC(=O)N1C(=O)N(C(C)=O)C2C1N(C(C)=O)C(=O)N2C(C)=O (centres undefined) | 1.7 | -24.1 | 17.2 | -24.1
Cc1ccc(S(=O)(=O)Nc2c3ccccc3nc(=O)n2-c2ccccc2)cc1 | -0.4 | 16.2 | 15.3 | 16.2
CS(=O)(=O)N(CC(O)Cn1c2ccccc2c2ccccc21)c1ccccc1 (centres undefined) | 12.0 | 14.7 | 19.4 | 14.7
CC(C)(CS(=O)(=O)[O-])NC(=O)CC[N+](C)(C)CCO | 4.0 | -4.8 | 17.8 | -4.8
COc1cc(OC)cc(-c2n[nH]c(=S)n2-c2cc(OC)ccc2OC)c1 | 4.6 | 15.8 | nt | nt
c1cc2c(c(NCc3ccncc3)c1)CCCC2 | 0.3 | -19.1 | 17.3 | -19.1
CCc1ccccc1NC(=O)CC1S/C(=N\c2nccs2)N(CC)C1=O (centres undefined) | 5.9 | 10.5 | 9.6 | 10.5
CC(C)C(=O)Nc1cccc(NC(=O)c2cc3ccccc3o2)c1 | 15.9 | 0.0 | 10.0 | nt
CC(C)c1ccc(NC(=O)c2cccnc2)cc1 | -14.8 | 4.5 | 17.9 | 4.5
CCC1CCc2c(sc(N)c2C(N)=O)C1 (centres undefined) | -14.0 | 10.4 | 41.4 | 10.4
N#Cc1c(-c2ccco2)cc(C2CC2)nc1N | 7.7 | 0.0 | 25.5 | nt
CCCCc1nc(NCCN)c(C#N)c2c1CSC(C)(C)C2 | 12.1 | 7.7 | nt | nt
COc1cc2c(cc1OC)C(C)N(C(=O)c1cc3ccccc3o1)CC2 (centres undefined) | 9.1 | 13.6 | 22.4 | 13.6
COc1cc(C2=NOC(C(=O)NC3CCCCC3)C2)cc(OC)c1OC (centres undefined) | -0.6 | 6.9 | -29.9 | 6.9
CNc1ccccc1-n1ccc(-c2ccccc2)n1 | 8.3 | 0.0 | 25.4 | nt
COCCN(Cc1cc2ccc(C)cc2n2nnnc12)Cc1nnnn1C(C)(C)C | nt | nt | 10.1 | nt
CCCOc1ccc(N2C(=O)CC(N3CCCC(C(=O)N4CCCC4)C3)C2=O)cc1 (centres undefined) | 19.1 | 10.9 | 20.7 | 10.9
c1ccc2c(NCC3CCCO3)nc(-c3ccncc3)nc2c1 (centres undefined) | -10.4 | -3.5 | 20.4 | -3.5
Cc1nc2ccc(-c3ccccc3)cc2o1 | 32.4* | 32.1* | 4.7 | 32.1
COc1ccc(Cl)c(NC(=O)NCCN2CCN(c3ccccc3)CC2)c1 | nt | nt | -8.7 | nt
CCn1c(SCC(=O)N2CCOCC2)nc2sc3c(c2c1=O)CCCC3 | -20.6 | -10.7 | 7.6 | -10.7
CNC(=O)c1ccc(Nc2nnc(C)c3ccccc23)cc1 | 2.1 | -12.9 | nt | nt
C=CCNS(=O)(=O)CC12CCC(CC1=O)C2(C)C (centres undefined) | 5.5 | 17.4 | nt | nt
Cc1noc(C)c1C(=O)NCCc1ccccc1 | 4.1 | 6.8 | 21.0 | 6.8
O=C(O)CCCC(=O)Nc1ccccc1C(=O)N1CCCC1 | nt | nt | 7.9 | nt
COC(=O)CSc1nc(NCC(C)C)nc(N2CCOCC2)n1 | -15.3 | 7.4 | nt | nt
CC1CC(C(F)(F)F)n2ncnc2N1 (centres undefined) | 18.7 | 6.9 | 15.4 | 6.9
CCC/C(=C1/C(=O)CC(C)(C)C(C(=O)OC)C1=O)N1CCCC1 (centres undefined) | 7.3 | -23.5 | -24.9 | -23.5
Cc1cc(C)c(S(=O)(=O)NCc2ccncc2)c(C)c1 | 9.7 | 12.8 | nt | nt
Cc1ccc2[nH]c(=O)c(-c3nc4c(C)cccn4c3NCc3ccco3)cc2c1 | -18.8 | -31.8 | 12.5 | -31.8
Cc1nnc2n(-c3ccccc3)c(=O)c3c4c(sc3n12)COC(C(C)C)C4 (centres undefined) | -27.6 | 18.2 | 12.1 | 18.2
Cn1c(=O)c2c(ncn2Cc2cc(-c3ccccc3)no2)n(C)c1=O | nt | nt | 11.5 | nt
COc1ccc(NC(=O)CCS(=O)(=O)c2ccc3c(c2)CCCN3C(C)=O)cc1Cl | 1.1 | 18.9 | 19.9 | 18.9
Cc1ccc(N(Cc2ccc(C(=O)Nc3ccccc3C(=O)NCc3ccco3)cc2)S(C)(=O)=O)cc1C | 6.8 | 12.9 | 13.6 | 12.9
Oc1ccc(-c2n[nH]c(=S)n2Cc2ccco2)cc1 | 7.8 | 7.6 | 22.1 | 7.6
Cn1c(Cc2ccccc2)nnc1SCC(=O)Nc1ccccc1N1CCOCC1 | -6.9 | -4.5 | 22.1 | -4.5
COC(=O)CSc1nc2c(c(-c3ccco3)c1C#N)CCCC2 | 5.3 | -6.9 | -6.0 | -6.9
C=CCn1c(SCC(=O)Nc2ccccc2C)nnc1-c1ccncc1 | 9.8 | 22.2 | 20.8 | 22.2
Brc1ccc(C2=Nn3c(nnc3-c3cccnc3)SC2)s1 | 20.2 | 31.0 | 22.5 | 31.0
O=P(O)(O)c1ccccc1OCCCCCOc1ccccc1P(=O)(O)O | nt | nt | -1.3 | nt
O=C(Nc1ccc(Cl)cc1)Nc1ccc(N2CCOCC2)cc1 | 9.6 | 3.7 | nt | nt
CC(=O)Nc1ccc(S(=O)(=O)N2CCN(CC(=O)NC3CCCC3)CC2)cc1 | 12.1 | 10.5 | -38.3 | 10.5
CS(=O)(=O)Nc1ccc2c(c1)nc1n2CCOC1 | 6.0 | 7.4 | 20.2 | 7.4
COCCCn1c(=N)c(C(=O)NCC2CCCO2)cc2c(=O)n3cccc(C)c3nc21 (centres undefined) | nt | nt | -6.0 | nt
COC(=O)C1=C(C)NC(=O)C1(Nc1nccs1)C(F)(F)F (centres undefined) | nt | nt | 3.9 | nt
N#Cc1ccc(Sc2nc3ccccc3[nH]2)cc1C#N | 3.7 | 7.4 | 26.4 | 7.4

Whole records as entered above. Values in the order: Yeast growth tox	Yeast growth tox inhibition %	eIF2B yeast act	eIF2B yeast act mutant toxicity
`Cn1c(Cc2ccccc2)nnc1SCC(=O)Nc1ccccc1N1CCOCC1` as listed: -6.9	-4.5	22.1	-4.5
`N#Cc1ccc(Sc2nc3ccccc3[nH]2)cc1C#N` as listed: 3.7	7.4	26.4	7.4
`CC1CC(C(F)(F)F)n2ncnc2N1` (centres undefined) as listed: 18.7	6.9	15.4	6.9

Next section
SMILES | Yeast growth tox | Yeast growth tox inhibition % | eIF2B yeast act | eIF2B yeast act mutant toxicity
CCOc1cccc(NC(=O)CC#N)c1 | -12.5 | -3.9 | 20.2 | -3.9
CCOCCCNC(=O)c1ccccc1SCC | 9.4 | 3.9 | -27.6 | 3.9
CCOc1ccc2nc(NC(NC(=O)CC)(C(=O)OC)C(F)(F)F)sc2c1 (centres undefined) | 3.1 | 0.0 | 10.8 | nt
CCOc1nnnc2c1sc1nc(N3CCOCC3)c3c(c12)CCCC3 | 18.3 | 16.3 | nt | nt

The list is partial. The share of hits here may be higher or lower than overall.
